ERG-DNA inh = blocks human ERG Ets domain binding to DNA; hit rate 0.028% among 370,000; P11308; fluorescence polarization, His-ERG Ets domain / labelled DNA; Potency, µM (series often up to 76.9 µM), for inactives: at the highest dose FP activity, negative = inhibition, most hits filed as inhibitors; active means well fitted inhibition curve with a large enough effect in the polarisation, with a control signal flat; inconclusive means small, poorly fitted or top-dose-only effect, or effect the other way, or a change in a side signal; inactive means no such curve, though single readings can be large or run the other way; the % refers to the polarisation;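 further: polarization taken with two DNA probes labelled with fluorescein and Texas red; potency means the concentration at half of the fitted maximal effect; % of control where 0% means no effect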
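His-tagged ERG Ets domain (1 uM in the protein solution; 300mM KCl, 50mM Tris-HCl, 1mM EDTA, 1mM DTT, pH 7.5) received compound, then a probe mix of 5 nM fluorescein-DNA and 100nM Texas-615-DNA. Fluorescence polarization was read for both dyes.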
POLI inh = DNA polymerase iota (human) inhibition; Q9UNA4; Pol iota fluorescent replication assay, 10 min; Potency, µM (doses to about 115 µM), for the others: at the top dose activity, negative = inhibition, most hits filed as inhibitors; hit rate 1% among 390,000; AID 588590; further: potency means the concentration at half of the fitted maximal effect
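Fluorescent replication assay read twice, at 0 min and 10 min after adding 50 nM (final) substrate. Enzyme (10 nM) and compounds were first incubated 15 min at room temperature; enzyme-free buffer wells were negative controls.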
TRHR ag = activates the human TRH receptor | P34981 | TRHR cells, calcium flux fluo-8, FDSS agonist mode | hit rate 0.18% among 360,000 | activation, % at 2 µM; in the data active means activation above about 30%; further: 0% is about no effect
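TRHR-expressing cells loaded with fluo-8 calcium dye; 23 nL library compound pin-transferred, kinetic FDSS fluorescence (Ex 480/Em 530) recorded about 180 s for agonist-induced calcium release, before a 10 nM TRH EC20 addition for potentiator mode.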
Pol beta inh = DNA polymerase beta (human) inhibition; P06746; Pol beta primer extension/strand displacement, fluorescence kinetic; Potency, µM (highest dose often 114 µM), for inactives: at the highest dose activity change, negative = inhibition, usual class: inhibitors; hit rate 1.3% among 340,000; AID 485314; further: potency means the concentration at half of the fitted maximal effect; on the % scale 0 is the no-effect control and ±100 the full control effect
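Pol beta (10 nM) was preincubated with compound for 15 min at room temperature. The reaction was then started with 50 nM substrate and read immediately and after a further 10 min at room temperature.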
POLK inh = DNA polymerase kappa (human) inhibition; purified Pol kappa, fluorescent DNA synthesis assay, 10 min; Potency, µM (highest dose often 107 µM), inactives show at the highest dose activity, negative = inhibition, hits mostly inhibitors; hit rate 0.53% among 400,000; AID 588579; further: potency means the concentration at half of the fitted maximal effect; on the % scale 0 is the no-effect control and ±100 the full control effect
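Pol kappa 10 nM + cpd, 15 min RT; start w/ substrate 50 nM final; fluorescence kinetic read, 0 and 10 min. Neg ctrl: buffer, no enzyme.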
Anesthetic bind = candidate novel general anesthetic via apoferritin binding; P02791; apoferritin/1-aminoanthracene competitive binding, fluorescence; Potency, µM (titrated, usually from 77.5 µM), inactives show at the top dose activity change, negative = displacement, most hits filed as inhibitors; hit rate 0.074% among 350,000; AID 485281; further: potency means the concentration at half of the fitted maximal effect; on the % scale 0 is the no-effect control and ±100 the full control effect; nearly all actives have a fitted effect of over 20% in size
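Probe: 1-aminoanthracene (50% saturated, PBS). Protein: horse-spleen apoferritin, 10 uM. Incubation: 10 min, room temperature. Detection: 380 nm excitation, 535 nm emission. Analysis: normalized response, four-parameter Hill.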
ALOX12 inh = inhibitors of human 12S-lipoxygenase ALOX12. purified 12hLO, xylenol orange hydroperoxide absorbance. Potency, µM (titrated, usually from 108 µM), for inactives: top-dose activity change, negative = inhibition, actives largely listed as inhibitors. hit rate 1.1% among 580,000; further: potency means the concentration at half of the fitted maximal effect; on the % scale 0 is the no-effect control and ±100 the full control effect
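Purified human 12hLO at 150 nM in 25 mM Hepes, 0.01% Triton X-100, pH 7.0, preincubated 15 min at room temperature with compound. Reaction started with 40 uM arachidonic acid, 30 min at room temperature. Hydroperoxide measured by Fe-xylenol orange, 573/405 nm absorbance ratio.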
BLM inh = inhibitors of human Bloom syndrome helicase BLM | P54132 | recombinant BLM DNA unwinding, fluorescence dequenching | AID 2528 | hit rate 0.2% among 350,000 | Potency, µM (titrated, usually from 56.1 µM), inactives show at the top dose activity change, negative = inhibition, usual class: inhibitors;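 further: potency means the concentration at half of the fitted maximal effect; plate controls were vehicle for no effect and no enzyme for full effect; nearly all actives have a fitted effect of over 35% in size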
APE1 inh = inhibitors of human APE1 endonuclease. P27695. recombinant APE1, TAMRA/BHQ-2 abasic DNA cleavage fluorescence. Potency, µM (highest dose often 65.8 µM), for inactives: at the top dose activity change, negative = inhibition, usual class: inhibitors. hit rate 0.35% among 350,000;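 further: potency means the concentration at half of the fitted maximal effect; plate controls were vehicle for no effect and reference inhibitor for full effect; nearly all actives have a fitted effect of over 55% in size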
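Quantitative HTS: incision of a TAMRA/BHQ-2 double-stranded substrate bearing a tetrahydrofuran abasic site by 0.75 nM APE1 raises fluorescence. Substrate 50 nM final, added after 15 min compound preincubation at room temperature; progress as third-minus-first kinetic read difference.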
An asterisk follows results filed as active; ? = inconclusive; · = not tested or not shown; [ ] = another dose, or the depositor's remark. Unless noted, the call rests on the fitted dose curve; in most records, active means well fitted curve in the direction sought with a large enough effect; inconclusive means small, poorly fitted or top-dose-only effect, or another doubt; inactive means no such curve, though single readings can be large; an effect the other way counts as inactive or inconclusive.

SMILES	ERG-DNA inh	POLI inh	TRHR ag	Pol beta inh	POLK inh	Anesthetic bind	ALOX12 inh	BLM inh	APE1 inh
COc1ccc(N(Cc2ccccc2)S(=O)(=O)c2cccc(C(=O)Nc3ccccn3)c2)cc1	19%	-3%	3.4	·	-20%	·	201%[activator]	·	12%
Cc1ccc(CN2CCN(CCCn3cnc4c(OCc5ccccc5)ncnc43)CC2)cc1	19%	0%	·	·	-14%	·	?	·	·
CN(CC(=O)Nc1ccc(Cl)c(Cl)c1)C(=O)CN1C(=O)NC2(CCCC2)C1=O	20%	35%[activator]	0.5	·	4%	·	-5%	·	-10%
O=C(NCc1ccc(CNC(=O)c2ccco2)cc1)c1ccco1	9%	9%	0.2	-19%	-3%	-6%	4%	-1%	21%
C=CC[C@@H](CC(=O)NCCO)C(=O)N[C@H](COC(=O)[C@H](CC=C)CC(=O)OC(C)(C)C)Cc1c[nH]c2ccccc12	7%	26%	·	·	8%	·	3%	·	35%
O=C(C1CCN(CCc2ccccc2)CC1)N1CCOCC1	?	53%[activator]	·	·	-2%	·	25%	·	·
COc1ccc(OCC(=O)NNC(=O)c2cccc(C)c2)cc1	9%	-9%	0.1	-7%	8%	?	-1%	-1%	-3%
O=C(Nc1nccs1)[C@@H]1CCCN1C(=O)c1cccs1	0%	105%[activator]	-0.2	2%	-3%	-5%	-3%	-1%	1%
Cc1cccc(NC(=S)NCc2ccc3[nH]c4c(c3c2)CCCC4)c1	-14%	-16%	0.4	7%	2%	-13%	?	-15%	3%
N/C(=N\OS(=O)(=O)c1ccccc1)c1cccnc1	-3%	-1%	-0.4	27%	-7%	-3%	2%	4%	1%
CCc1ccccc1NC(=O)CSc1nc2n[nH]c(C)c2c(=N)n1-c1cccc(OC)c1	-3%	0%	-0.9	4%	-22%	-23%	-8%	1%	0%
Cn1c(-c2nonc2NC(=O)c2ccc(C(C)(C)C)cc2)nc2ccccc21	·	·	1.1	-6%	·	-9%	·	1%	2%
Cc1ccc(-n2ncc(C(=O)NCc3cccs3)c2C2CCN(C(=O)OC(C)(C)C)CC2)cc1	-7%	10%	0.5	-20%	-17%	-12%	-11%	-11%	·
O=[N+]([O-])c1ccc2c(c1)C(N1CCOCC1)/C(=C/COc1ccc(F)cc1)O2 (configuration not stated)	4%	-7%	1.6	0%	-12%	-16%	39%[activator]	-10%	-7%
Cc1cccc(C(c2sc3nc(-c4ccco4)nn3c2O)N2CCN(c3ccccc3F)CC2)c1 (configuration not stated)	-1%	17%	-0.6	-3%	-15%[60.1 µM]	?	-19%	-5%	·
Cc1ccc(C(=O)c2c3ccc([N+](=O)[O-])cc3[n+]([O-])n2CCCN)cc1	17%	1%	-0.3	·	11%	·	?	·	42%[activator]
O=C(CSc1nnc(NC(=O)c2ccc(S(=O)(=O)N3CCOCC3)cc2)s1)Nc1ccccc1C(F)(F)F	6%	-3%	0.2	39%	-6%	1%	-17%	0%	26%
O=C(Nc1ccc2c(c1)OCCO2)c1cc2sccc2n1Cc1ccc(F)cc1	9%	19%	0.1	7%	-6%	6%	0%[57.4 µM]	-10%	-6%
CCN(C(=O)COC(=O)c1ccc(O)cc1)c1cccc2ccccc12	-5%	113%[activator]	·	·	-17%	·	-9%	·	-5%
CCn1c(COc2ccccc2C)nc2ccccc21	4%	14%	-0.4	-10%	-8%	?	0%	-1%	-1%
CCCCCCCCCCCCCCCCCCNC(=O)OCC(COP(=O)([O-])OCC[n+]1ccsc1)OC (configuration not stated)	·	1%[58.9 µM]	·	18%[57.1 µM]	-12%[60.1 µM]	·	·	·	21%
CC(C)NC(=O)N1CCCN(c2nc3ccc(Cl)cc3s2)CC1	-8%	133%[activator]	-2.0	18%	-6%	-2%	-43%	-2%	-2%
CSc1ccc(CCNC(=O)C(C)n2c(C)c3cnn(-c4ccccc4)c(=O)c3c2C)cc1 (configuration not stated)	-2%	-8%	0.6	-2%	-3%	1%	?	1%	·
Cc1nn(-c2ccccc2)c(N2CCCC2)c1/C=N/NC(=S)Nc1ccccc1C(F)(F)F	-8%	13%	0.0	0%	-4%	186%[activator]	35µM*	-8%	-2%
O=C(c1ccccc1-n1cccn1)N1CCc2c([nH]c3ccccc23)C1c1ccccn1 (configuration not stated)	-2%	16%	-0.3	9%	-14%	-9%	-4%	-5%	-2%

The closing three compounds of the part before come first, to join the parts:
SMILES	ERG-DNA inh	POLI inh	TRHR ag	Pol beta inh	POLK inh	Anesthetic bind	ALOX12 inh	BLM inh	APE1 inh
CSc1ccc(CCNC(=O)C(C)n2c(C)c3cnn(-c4ccccc4)c(=O)c3c2C)cc1 (configuration not stated)	-2%	-8%	0.6	-2%	-3%	1%	?	1%	·
Cc1nn(-c2ccccc2)c(N2CCCC2)c1/C=N/NC(=S)Nc1ccccc1C(F)(F)F	-8%	13%	0.0	0%	-4%	186%[activator]	35µM*	-8%	-2%
O=C(c1ccccc1-n1cccn1)N1CCc2c([nH]c3ccccc23)C1c1ccccn1 (configuration not stated)	-2%	16%	-0.3	9%	-14%	-9%	-4%	-5%	-2%
COc1cccc2cc(C(=O)Nc3cc(Cl)ccc3N3CCOCC3)c(=O)oc12	1%	2%	-0.7	11%	-3%	-8%	·	-10%	6%
COc1ccc(CNS(=O)(=O)c2ccc(N3CCCC3)cc2Br)cc1	5%	20%	·	·	-2%	·	?	·	24%
C=CCOc1cccc(CNCc2cccnc2)c1	1%	?	-0.1	-5%	-6%	0%	?	4%	13%
COc1ccc(C(=O)N2CCSCC2)cc1OC1CCN(C(C)=O)CC1	1%	-4%	0.6	-1%	-11%	-4%	10%	0%	?
CC(=O)Nc1ccc(NC(=O)CSc2nnc(COc3ccccc3C)n2CC2CCCO2)cc1 (configuration not stated)	3%	33%[activator]	-0.2	-1%	5%	-5%	0%	-6%	3%
COc1ccc(/C=C(/C#N)C(=O)Nc2cccnc2)cc1OC	-2%	24%	0.3	8%	0%	-2%	1%	4%	-4%
O=C(Nc1c2c(nn1-c1cccc(Cl)c1)CS(=O)(=O)C2)c1ccc2c(c1)OCO2	-5%	-10%	-0.4	5%	-30%	0%	?	-8%	-13%
COc1ccccc1C(=O)Nc1ccnn1C1CCN(Cc2ccn[nH]2)CC1	-19%	26%	0.8	12%	3%	-4%	0%	0%	8%
O=C(Nn1c(-c2ccc(Br)cc2)nc2ccccc2c1=O)c1ccncc1	-7%	85%[activator]	0.0	5%	-9%	-2%	0%	2%	-3%
CCCCOc1ccc(CNC(=O)C2CCN(c3nnc(-n4cccc4CNc4ccc(C)cc4)s3)CC2)cc1	2%	?	-0.1	-14%	-10%	-10%	-8%	-3%	·
Cc1nn(-c2ccc([N+](=O)[O-])cc2)c2c1C(c1ccc(OC(F)F)cc1)N1C(=N2)C(=O)Nc2ccccc21 (configuration not stated)	-2%	33%	-0.3	6%	-8%	-10%	-14%	-6%	0%
CCCN(CC1CC1)C(=O)CSc1nnc(-c2cc(-c3cccs3)nc3ccccc23)o1	-1%	6%	2.8	3%	-1%	3%	6%	-2%	12%
COc1cccc(CN2CCN(C3CCN(c4ccccc4F)CC3)CC2CCO)c1 (configuration not stated)	-5%	-12%	0.8	5%	-7%	6%	2%	-1%	-11%
O=[N+]([O-])c1cc(S(=O)(=O)N2CCCC2)ccc1N/N=C/c1cccnc1	-6%	6%	-1.1	12%	-6%	-1%	-11%	-7%	1%
COc1ccc(S(=O)(=O)c2cn(Cc3ccccc3)c3ccc(OC)cc3c2=O)cc1	4%	6%	-1.4	28%	-15%	52%[activator]	-25%	-7%	·
CC(NC(=O)C(=O)Nc1c2c(nn1-c1ccccc1)CSC2)c1ccccc1 (configuration not stated)	-7%	-29%	-0.6	?	-7%[60.1 µM]	-16%	1%	-6%	·
Cc1cc(Cl)ccc1OCC(=O)OCC(=O)Nc1ccc(F)c([N+](=O)[O-])c1	8%	-11%	0.2	-15%	-6%	?	-26%	-17%	-4%
CCOc1cc(NC(=S)NCCc2ccccc2)c(OCC)cc1NC(C)=O	9%	58%[activator]	-0.1	-4%	-19%	-10%	?	-7%	0%
COc1ccc(C2(NC(C)=O)CCN(Cc3cccnc3)CC2)cc1	9%	114%[activator]	0.4	?	0%	5%	?	0%	4%
COC(=O)c1c(C(=O)OC)c(-c2cccc(F)c2)n2c1CS(=O)(=O)C2	3%	2%	0.1	6%	-2%	3%	1%	0%	5%
COc1ccc(S(=O)(=O)NCc2ccc(C(=O)N3CCN(Cc4ccccc4)CC3)cc2)cc1	-3%	20%	-0.3	30%	-11%	2%	-6%	-3%	2%
COC(=O)c1ccccc1NC(=O)C1CCC(=O)N1S(=O)(=O)c1ccc(C)cc1 (configuration not stated)	-2%	-6%[58.9 µM]	-0.2	3%	-3%	-6%	3%	0%	0%
O=C(CSc1ccccc1)N1CCN(c2ccc(F)cc2)CC1	3%	32%[activator]	·	·	2%	·	-81%	·	·
COc1ccccc1C(=O)NC(=O)CSc1nnc(SC)s1	-1%	17%	-0.4	·	-1%	·	-24%	·	-13%
CCOC(=O)c1c(C)c(C(=O)NCCc2ccc(OC)cc2)c(C)n1CC	3%	37%[activator]	0.2	3%	8%	-10%	0%	-3%	·
S=C(c1ccc(-c2ccc(Cl)cc2Cl)o1)N1CCCC1	17%	-3%	-1.7	-4%	2%	2%	?	-8%	-7%
Cc1cc(Cl)ccc1OCCCC(=O)NCc1ccccn1	-3%	131%[activator]	0.0	1%	-7%	-8%	7%	-1%	7%
COc1ccc(CCNC(=O)COC(=O)Cn2cnc3ccccc32)cc1OC	-2%	55%[activator]	-0.1	0%	4%	-2%	-6%	-2%	5%

Some of the compounds tested; rates above refer to the full screens.
